Compound activity (PubChem)
AI-2 QS modul = modulators of Vibrio harveyi AI-2 quorum sensing system; 300,000 tested, 0.4% active; Vibrio harveyi JMH597 AI-2 luminescence/OD600 ratio, 9 h; active compounds read low; strain lacks LuxN and CqsS sensors; 0 = neutral-control median; AID 2094; activity change, % at 7.5 µM; in the data active = activity change below about -75%, passing the limit was not always enough;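 note: luminescence divided by OD600 gain over 9 h not by final OD600 alone; inactives centre near 13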
MrgX1 antag = antagonists of human MrgX1 receptor | Q96LB2 | B-score at 10 µM | MRGX1-HEK293 calcium flux, Fluo-4, BAM8-22 antagonism; active compounds read low | 310,000 tested, 1.3% active;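 active = calcium-response B-score plate-corrected more than 3 library SD below zero, starting fluorescence within 5 deviations, no agonist response on first addition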;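 note: peak minus trough fluorescence over baseline after final BAM8-22 challenge near maximal dose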
Target sequence (Q96LB2 whole entry, looked up): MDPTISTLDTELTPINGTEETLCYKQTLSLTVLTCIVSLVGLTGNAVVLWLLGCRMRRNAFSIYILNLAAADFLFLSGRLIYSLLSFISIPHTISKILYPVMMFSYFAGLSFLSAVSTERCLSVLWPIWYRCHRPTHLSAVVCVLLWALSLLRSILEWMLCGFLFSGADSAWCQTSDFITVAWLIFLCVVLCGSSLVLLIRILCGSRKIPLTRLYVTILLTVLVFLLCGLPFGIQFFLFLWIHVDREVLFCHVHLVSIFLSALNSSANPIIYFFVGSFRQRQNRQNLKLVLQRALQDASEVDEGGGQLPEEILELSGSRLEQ
TRPC4 PAM = allosterically enhances the mouse TRPC4 cation channel; AID 2227; 310,000 tested, 0.42% active; Q9QUQ5; HEK293 TRPC4beta/mu-opioid, DAMGO EC20, Fluo-4 Ca2+ flux; active compounds read high; B-score at 10 µM;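 active = B-score of calcium response area above 5 SD of library B-scores, with initial fluorescence ratio within 5 SD of library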;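 note: B-score of integrated fluorescence ratio over time as area under calcium response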
TRPC6 inh = blocks the mouse TRPC6 cation channel. HEK293-TRPC6, membrane potential dye, ACh-evoked depolarization; active compounds read low. Q61143. 310,000 tested, 1.1% active. B-score at 10 µM;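 active = B-score under library mean minus 3 SD, initial fluorescence not abnormally high, positive integrated signal ratio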;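 note: B-score derived from integrated fluorescence ratio over the kinetic read; more negative B-score means stronger inhibition of depolarization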
TRPC6 act = activators of mouse TRPC6 channel | Q61143 | HEK293-TRPC6 membrane potential dye fluorescence; active compounds read high | B-score at 10 µM | 310,000 tested, 0.13% active | AID 2550;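 active = B-score of the integrated fluorescence ratio above library mean plus 3 SD, and starting fluorescence ratio within library mean plus 5 SD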;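 note: higher score means more depolarization so channel activation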
TRPC4 agonist = TRPC4 (mouse) channel activation; Q9QUQ5; HEK293 TRPC4beta/mu-opioid, Fluo4 calcium fluorescence; active compounds read high; B-score at 10 µM; 310,000 tested, 0.49% active;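 active = B-score above 5 SD of library B-scores, and initial fluorescence ratio not above library mean plus 5 SD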;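 note: positive B-score marks a calcium rise read as TRPC4 activation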
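Technique: kinetic Fluo4 calcium fluorescence; Test system: TRPC4beta and mu-opioid receptor HEK293 stable cells; Measure: B-scored integrated calcium fluorescence ratio; Benchmarks: low control buffer alone, high control maximal DAMGO; Schedule: 45 min room-temperature Fluo4 loading, 110 s read.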
MrgX1 allo act = human MrgX1 positive allosteric modulation, primary screen | Q96LB2 | MrgX1-HEK293, Fluo-4 calcium flux, FDSS; active compounds read high | B-score at 10 µM | 310,000 tested, 0.63% active | AID 588675;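 active = plate-corrected calcium response at least 3 library SD above typical, normal starting fluorescence, not activating the receptor alone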;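 note: compound read alongside a low EC10 to EC30 dose of BAM8-22 agonist; peak minus trough fluorescence over baseline measured at the second addition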
PolyA inh = yeast polyadenylation inhibition; S. cerevisiae SKY197-pL101 polyadenylation reporter, beta-gal luminescence; efflux-impaired pdr1/pdr3 knockout yeast; score 100 = 6 SD above DMSO; calls only at 12 µM; 300,000 tested, 0.02% active;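 active = lowest replicate activity score at least 50, where 100 means six control SD above control mean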;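 note: yeast exposed to compound for 9 h at 30 °C; higher score means more reporter readthrough which indicates perturbed polyadenylation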
TRPC4 block = inhibitors of mouse TRPC4 channel. Q9QUQ5. HEK293 TRPC4beta/mu-opioid, DAMGO-evoked Fluo4 calcium flux; active compounds read low. B-score at 10 µM. 300,000 tested, 0.39% active. AID 2247;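 active = B-score over 3 SD under the library average, no early fluorescence shift, positive overall ratio signal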
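Material: HEK293 cells with stable TRPC4beta plus mu-opioid receptor expression / Probe or stimulus: DAMGO in two steps, submaximal then maximal / Compound: single concentration per test compound / Technique: kinetic Fluo4 fluorescence imaging of calcium influx / Read-out: per-well B score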
MrgX1 ag = human MrgX1 receptor agonism, primary screen; Q96LB2; MrgX1-HEK293 cells, Fluo-4 calcium fluorescence, agonist mode; active compounds read high; 310,000 tested, 0.44% active; B-score at 10 µM;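 active = calcium response B-score plate-corrected fluorescence ratio at least 3 library SD, with starting fluorescence B-score inside 5 SD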
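System: HEK293 cells stably expressing human MrgX1 receptor; Dosing: test compound in the initial addition of three; Schedule: overnight plating, then 30 min 37 °C plus 30 min room-temperature dye loading; Detection: kinetic calcium dye fluorescence, Fluo-4 NW; Controls: per-plate positive and negative controls for Z′ factor.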
HIF act = HIF pathway transcriptional activation. 300,000 tested, 0.32% active. U2OS HRE-luciferase reporter, luminescence; normalized: DMSO 0%, desferrioxamine 100%. AID 1910. activation, % at 7.5 µM (by protocol);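 active = mean activation of at least 10% of the iron chelator positive control signal, with at least half of replicates also reaching 10%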
Numbers without * were called inactive; i = inactive; nt = no result given.

Below each compound – AI-2 QS modul, MrgX1 antag, TRPC4 PAM, TRPC6 inh, TRPC6 act, TRPC4 agonist, MrgX1 allo act, PolyA inh, TRPC4 block, MrgX1 ag, HIF act
1. NC(=O)c1c(Nc2nc3c(F)cccc3s2)sc2c1CCCC2
  40, i, i, i, i, i, 8.3*, i, i, i, 0.3
2. Cc1ccc(NC2=C([N+](=O)[O-])CS(=O)(=O)C2)cc1
  11, i, i, i, i, i, i, i, i, i, -0.7
3. O=C(Cn1cc(C(F)(F)F)ccc1=O)N/N=C/c1ccc(Cl)cc1Cl
  14, i, i, i, i, i, i, i, i, i, -0.2
4. CCOc1ccc(S(N)(=O)=O)cc1-c1nc2c(C(C)(C)C)nn(C)c2c(=O)[nH]1
  15, i, i, i, i, i, i, i, i, i, 0.1
5. Cc1cc(CN2CCC(n3nccc3NC(=O)c3ccccc3Cl)CC2)cc(C)c1O
  25, i, i, i, i, i, i, i, i, i, -1.3
6. O=C(COc1cc2oc(=O)c3c(c2cc1Cl)CCC3)NCCN1CCOCC1
  9, i, i, i, i, i, i, i, i, i, -0.1
7. COc1cc(OC)cc(C(=O)N[C@H](C(=O)Nc2ccc(NC(C)=O)cc2)C(C)C)c1
  0, i, i, i, i, i, i, i, i, i, -0.3
8. COC(=O)c1cnc(N2CCOCC2)nc1C(F)(F)F
  14, i, i, i, i, i, i, i, i, i, -0.3
9. CC(C)CC(=O)Nc1nnc(S(=O)(=O)N2CCCCCC2)s1
  8, i, i, i, i, i, i, i, i, i, -0.3
10. Nc1c(-c2ccccc2)c(CSc2nc3ccccc3[nH]2)nn1-c1ccc(C(=O)O)cc1
  4, i, i, i, i, i, i, i, i, i, 0.0
11. CCCc1cc(=O)[nH]c(SCC(=O)Nc2nc(-c3ccccc3)cs2)n1
  -5, i, i, i, i, i, i, i, i, i, -0.6
12. C=COCCn1c(-c2nonc2N)nc2ccccc21
  26, i, i, i, i, i, i, i, i, i, -0.2
13. CCOC(=O)c1c(CN2CCOCC2)oc2ccc(OC)cc12
  9, i, i, i, i, i, i, i, i, i, 0.0
14. CSc1cccc(CN2CCC(Oc3ccc(C(=O)N4CCCCC4)cc3)CC2)c1
  35, i, i, i, i, i, i, i, i, i, -0.1
15. COc1cc(Br)c(-c2sc(Nc3ccccc3)n[n+]2-c2ccccc2)cc1OC
  37, i, i, i, i, i, i, i, i, i, -0.2
16. CCOc1ccc(CN2CCSCC2)cc1
  27, i, i, i, i, i, i, i, i, i, -1.3
17. Cc1cccc(C(=O)NCC(=O)N(C)CC(=O)Nc2ccc(N3CCOCC3)cc2)c1
  11, i, i, i, i, i, i, i, i, i, -0.2
18. Cc1cccc(C)c1Nc1c(-c2ccccc2O)nc2ncccn12
  18, i, i, i, i, i, i, i, i, i, -0.5
19. Cc1nc(C)c(C(=O)NCCC(c2ccccc2)c2ccccc2)o1
  4, i, i, i, i, i, i, i, i, i, 0.1
20. O=C(c1ccc(C(F)(F)F)cc1)n1ccc(-c2cccs2)n1
  17, i, i, i, i, i, i, i, i, i, -0.1
21. Cc1ccc(-n2nnnc2SCc2ccccn2)cc1C
  -12, i, i, i, i, i, i, i, i, i, 0.5
22. Cc1nc(N2CCC(C)CC2)c2c(C)c(C(=O)Nc3cc(F)ccc3C)sc2n1
  10, i, i, i, i, i, i, i, i, i, -0.6
23. Cc1ccc(Nc2ccc(S(=O)(=O)N3CCOCC3)cc2[N+](=O)[O-])cc1C
  12, -9.2*, 18*, i, i, i, i, i, i, i, -0.4
24. O=C(c1cccs1)N1CCN(CCCc2ccccc2)CC1
  4, i, i, i, i, i, i, i, i, i, 0.4
25. COc1cc(OC)cc(C(=O)Nc2nc(CC(=O)NCc3ccc(F)cc3)cs2)c1
  28, i, i, i, i, i, i, i, i, i, 2.2
26. C/C=C/C=C\C(=O)Nc1cccc(C2=NOC3(C2)C[C@H](C(N)=O)N(C(=O)/C=C/C)C3)c1 (stereo not given in full)
  4, i, i, i, i, i, i, i, i, i, -0.4
27. CCCCn1c(-c2ccc(Cl)c(Cl)c2)nc2cc3[nH]c(=O)c(C(C)C)nc3cc21
  10, i, i, i, i, i, i, i, i, i, 0.2
28. CS(=O)(=O)Nc1cccc(C2=NN(C(=O)c3ccccc3)C(c3cccs3)C2)c1 (stereo not given)
  11, i, i, i, i, i, i, i, i, i, -1.2
29. O=C(O)CSc1cn(Cc2ccccc2)c2ccccc12
  -16, i, i, i, i, i, i, i, i, i, -23
30. Cc1ccc(C(=O)N2CCCC(Nc3ccc(C)c(C)c3)C2)c(=O)[nH]1 (stereo not given)
  24, i, i, i, i, i, i, i, i, i, 0.2
31. COc1ccc2[nH]c(=O)c(CN(C(=O)c3ccco3)C3CCCCC3)cc2c1
  23, i, 10*, i, i, i, i, i, i, i, -0.7
32. C=CCN1C(=O)/C(=C2/Sc3ccc(OC)cc3N2C)SC1=Nc1cccc(O)c1
  9, i, i, i, i, i, i, i, i, i, 0.0
33. O=C(NCc1ccco1)c1ccc(COc2ccc(Cl)cc2)cc1
  23, i, i, i, i, i, i, i, i, i, -0.5
34. Cc1cc(C)n2nc(-c3ccsc3-n3c(C)ccc3C)cc2n1
  22, i, i, i, i, i, i, i, i, i, -0.2
35. C=CCC(=O)NC1CC(C)(C)Cc2c1cnn2-c1ccc(C)cc1 (stereo not given)
  -19, i, i, i, i, i, i, i, i, i, 3.5
36. CCn1c2c(c3ccc(OC)cc31)CCCC2=O
  15, i, i, i, i, i, i, i, nt, i, 0.1
37. COc1ccc(C)cc1NC(=O)NNS(=O)(=O)c1ccc(NC(C)=O)cc1
  22, i, i, i, i, i, i, i, i, i, -0.1
38. N#Cc1c(CSCC(=O)O)cc(=O)n2c1[nH]c1ccccc12
  -18, i, i, i, i, i, i, i, i, i, 0.0
39. CCOC(=O)/C=C/C(=O)OCC(=O)Nc1ccc(Cl)cn1
  35, i, i, i, i, i, i, i, i, i, 0.2
40. Cc1cccc(-c2nc(CS(=O)CC(=O)NCc3ccco3)c(C)o2)c1 (stereo not given)
  13, i, i, i, i, i, i, i, i, i, -0.2
41. O=C(NCc1cccc(Cl)c1)c1ccc(CS(=O)Cc2ccc(Cl)cc2)o1 (stereo not given)
  8, i, i, i, i, i, i, i, i, i, -0.2
42. COc1ccc(N2C(=O)CCC(C(=O)Nc3ccccn3)C2c2ccc(OC)c(OC)c2)cc1 (stereo not given)
  6, i, i, i, i, i, i, i, i, i, 0.1
43. Cc1ccc(COc2ccc(/C=N/NC(=O)c3ccc(CN4CCOCC4)cc3)cc2)cc1
  18, i, i, i, i, i, i, i, i, i, 0.2
44. Nc1nc(SCc2ccc3c(c2)OCCO3)n[nH]1
  -1, i, i, i, i, i, i, i, i, i, 1.3
45. CC(=O)c1cccc(NC(=O)c2cc(=O)[nH]c3ccccc23)c1
  19, i, i, i, i, i, i, i, i, i, 0.9
46. Cn1c(=O)n(C)c2cc(NC(=O)CSc3ccccc3)ccc21
  27, i, i, i, i, i, i, i, i, i, -0.1
47. Cc1ccc(C2(C)NC(=O)N(CC(=O)N(C)CC(=O)Nc3cccc4ccccc34)C2=O)cc1 (stereo not given)
  -6, i, i, i, i, i, i, i, i, i, -0.4
48. CC(=O)Nc1ccc(NC(=O)[C@H](C)NC(=O)c2ccco2)cc1
  4, i, i, i, i, i, i, i, i, i, 0.5
49. Cc1ccc(S(=O)(=O)N(C)c2ccc3sc(C)nc3c2)cc1
  13, i, i, i, i, i, i, i, i, i, 4.0
50. CC(NC(=O)/C=C/c1ccco1)c1nc2ccccc2n1Cc1ccccc1F (stereo not given)
  5, -5.3*, i, i, i, i, i, i, i, i, 0.0
51. S=C(NCC1CCCO1)N1CCN(Cc2ccccc2Cl)CC1 (stereo not given)
  55, i, i, i, i, i, i, i, i, i, 0.1
52. COCCOC(=O)C1=C(C)NC(=O)NC1c1ccc(-c2cc(Cl)ccc2Cl)o1 (stereo not given)
  11, i, i, i, i, i, i, i, i, i, 0.2
53. CC(C)NC(=S)N=Nc1c(O)[nH]c2ccc(C(C)C)cc12
  30, i, i, i, i, i, i, i, i, i, -0.1
54. COC(=O)Cn1c(=NC(=O)c2ccc(OC)cc2)sc2cc(OC)ccc21
  1, i, i, i, i, i, i, i, i, i, 0.9
55. Cc1ccc(C2(C(F)(F)F)N=C3Sc4cc(C)cc(C)c4N3C(=O)N2)cc1 (stereo not given)
  6, i, i, i, i, i, i, i, i, i, 0.5
56. COc1ccc(NC(=O)CSCC(=O)Oc2c(OC)cccc2OC)cc1
  14, i, i, i, i, i, i, i, i, i, -1.3
57. O=C(NCCCCNC(=O)c1ccc(Cl)s1)c1ccc(Cl)s1
  15, i, i, i, i, i, i, i, i, i, 0.1
58. COc1ccc(CCNC(=O)CN2C(=O)NC(Cc3c[nH]c4ccccc34)C2=O)cc1 (stereo not given)
  11, i, i, i, i, i, i, i, i, i, -2.2
59. Cc1ccc(S(=O)(=O)N2CCC(C(=O)OCCOc3ccccc3)CC2)cc1C
  22, i, i, i, i, i, i, i, i, i, -0.5
60. COc1cccc(C(=O)NNC(=O)c2cccc(F)c2)c1
  2, i, i, i, i, i, i, i, i, i, 1.1
61. OC(COCc1ccc(Cl)cc1)CN1CCN(CC(O)COCc2ccc(Cl)cc2)CC1 (stereo not given)
  -47, i, i, i, i, i, i, i, i, i, -2.2
62. CC(C)Oc1ccc(CNC(=O)c2ccc3nc(N4CCOCC4)sc3c2)cc1
  1, i, i, i, i, i, i, i, i, i, 0.4
63. CCOc1cc(CNCCc2ccc(S(N)(=O)=O)cc2)ccc1OCC(=O)NC1CCCCC1
  31, i, i, i, i, i, i, i, i, i, -0.3

Only part of the results is shown, so the mix of outcomes need not match the whole.
